Screening data as filed in PubChem.
PGC1a acetyl inh – PGC1a acetylation modulation, inhibitor mode; inhibition, % at 15.6 µM; U2OS PGC1a acetylation, AlphaScreen anti-acetyl-lysine; with virally co-expressed GCN5 acetyltransferase; 350,000 compounds, 0.17% hits;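 active = every replicate shows inhibition of at least 40%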;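 note: 0% = neutral control wells and 100% = positive control wells; some results beyond the cut were filed as inactive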
Cneo AK release – causes C. neoformans cell lysis. lysis activity, % at 15 µM. 360,000 compounds, 0.2% hits. adenylate kinase release luminescence, 4 h; normalised: neutral wells 0, clomiphene wells 100;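 active = mean lysis activity across replicates of at least 80%, whatever share of replicates individually reach that level; inactive = mean lysis activity below 80%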
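Assay system: log-phase C. neoformans yeast / Quantity: yeast cell density of 5 × 10^6 cells/mL / Medium: fresh YPD growth medium / Compound: single dose / Timing: static 4 h at 37 °C with compound, 1 h detection / Measured by: adenylate kinase release luminescence / Read-out: lysis from increased AK signal / Benchmarks: Clomiphene as positive lysis control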
FN deposition inh – fibronectin deposition inhibition. AH1F fibroblasts, Alexa488-fibronectin deposition fluorescence, overnight. inhibition, % at 12.6 µM. 350,000 compounds, 0.086% hits. AID 743247;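 active = mean inhibition across replicates of 30% or more, regardless of how many single replicates reach that level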;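 note: positive control wells lacked labelled fibronectin entirely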
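test system = AH1F fibroblasts assembling fluorescent fibronectin matrix | quantity = 10000 AH1F cells per well | buffer or medium = DMEM plus 2% serum, read in PBS | doses = single dose, pinned | incubation = 1 h cell attachment, overnight exposure to compound and label | detection = fluorescence at 485 nm excitation, 525 nm emission | read-out basis = inhibition from reduced deposited-fibronectin fluorescence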
GSIS activator – GLuc luminescence reporter in INS-1E cells, primary screen for activators of glucose-dependent secretion of insulin; INS-1E GLuc reporter insulin secretion, 2-3 h; 370,000 compounds, 0.61% hits; activation, % at 16.6 µM;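 active = lowest replicate activation of at least 40%, so every replicate reaches that level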;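 note: 0% = median of neutral control wells and 100% = median of IBMX positive control wells; some compounds called inactive have numbers as strong as hits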
miR122 inh – blocks miR-122 activity in Huh7 sensor cells. Huh7 miR-122 Renilla luciferase sensor, 48 h; neutral wells = 0, positive control = 100. activation (reporter increase), % at 12.5 µM. AID 602342. 340,000 compounds, 0.3% hits;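 active = mean replicate activation score at least 90 and every replicate individually at or above 90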;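 note: higher luciferase means less miR-122 activity so hits act as miR-122 inhibitors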
PglD DTNB – PglD (C. jejuni) enzyme inhibition | purified PglD enzyme, DTNB colorimetric CoA detection | inhibition, % at 12.5 µM | 360,000 compounds, 0.098% hits; in the data active = inhibition above about 16%, passing the limit was not always enough; note: strong numbers were not always called active
Statin myotox sup – suppression of simvastatin myotoxicity; AID 602340; rescue of ATP level, % at 7.49 µM; 330,000 compounds, 0.78% hits; C2C12 myotubes + simvastatin, ATP luminescence, 48 h; scaled: DMSO 0, geranylgeraniol control 100;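 active = mean ATP rescue above about 67%, or every replicate alone reaching that limit, limit read from the data, passing the limit was not always enough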;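 note: myotubes were challenged with 10 µM simvastatin during compound exposure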
CFTR F508del cor – correctors of CFTR F508del function in bronchial epithelial cells. CFBE cells, YFP halide quenching; stimulated with forskolin plus potentiator P3; % fluorescence drop versus neutral controls. activity (quench increase), % at 7.58 µM. 350,000 compounds, 0.36% hits;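 active = mean added fluorescence quench of at least 8% versus neutral control, with both replicates also reaching 8%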;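 note: cells transiently co-express mutant CFTR-F508del with the halide-sensitive YFP; corrector assay measuring rescue of mutant channel to the surface after 24 h compound exposure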
Active calls of the source: *; . = not tested or not shown; [ ] = remark or other dose. Rows are unselected; any-hit rate near 2.1%.

item	smiles	PGC1a acetyl inh	Cneo AK release	FN deposition inh	GSIS activator
1	CCCN(C(=O)c1ccccc1N)c1c(C)n(C)n(-c2ccccc2)c1=O	3	6	-2	.
2	CC1CC(C)(C)CC2(C1)NC(=O)N(CC(=O)N1CCN(S(=O)(=O)c3cccc(Cl)c3Cl)CC1)C2=O (stereo not drawn)	-4	2	-5	.
3	Cc1ccccc1C(=O)Nc1ccnn1C1CCN(C(=O)c2ccoc2)CC1	4	0	8	8
4	F[B-](F)(F)c1cncc2ccccc12	11	1	5	5
5	COc1ccc(S(=O)(=O)Nc2ccc3c(c2)C(=O)N([C@H](C)CO)C[C@@H](C)[C@@H](CN(C)S(=O)(=O)c2ccc(C)cc2)OCCCC[C@@H](C)O3)cc1	-7	-1	15	-9
6	C(=N\Nc1ccc2ccccc2n1)/c1ccc2c(c1)OCCO2	-2	-14	-14	33
7	COc1ccc(NC(=O)c2sc(=O)n(Cc3ccc(S(=O)(=O)N(C)C)cc3)c2C)cc1	.	1	-5	-12
8	COC(=O)C(NC(=O)c1cccnc1Cl)C(C)C (stereo not drawn)	11	.	-1	15
9	COc1cc(/C=C2\SC(=S)N(NC(=O)c3ccncc3)C2=O)ccc1O	-9	.	0	-19
10	COc1ccc(-c2ccc(CN3C(CC(C)C)C(=O)N(Cc4cn(CCC5OCCCO5)nn4)CCS3(=O)=O)cc2)cc1OC (stereo not drawn)	-22	1	-3	-9

item	miR122 inh	PglD DTNB	Statin myotox sup	CFTR F508del cor
1	0	7	0	.
2	5	-4	14	2.1
3	3	0	.	-1.1
4	3	-3	-8	1.1
5	-10[16.7 µM]	-13	.	-2.8
6	15	-6	-21	3.9
7	.	0	-3	-5.2
8	.	.	.	-0.1
9	.	.	.	13*
10	-6	-2	-11	0.2

Next section.
item	smiles	PGC1a acetyl inh	Cneo AK release	FN deposition inh	GSIS activator
11	O=C(Cc1ccc(Cl)cc1)NCCS(=O)(=O)N1CCN(c2ccccc2F)CC1	.	0	9	-8
12	Cc1sc(NC(=O)CN(C(=O)c2ccccc2F)C2CCCC2)c(C(N)=O)c1C	.	-2	-6	1
13	Cc1csc(NC(=O)CSc2nccn2Cc2ccco2)n1	7	1	4	12
14	CN(Cc1ccccc1F)C(=O)c1ccccc1Sc1ccccc1C#N	.	-1	-1	21
15	COCC(=O)N1[C@H](C#N)[C@H](c2ccc(C3=CCCC3)cc2)[C@@H]1CO	13	-2	10	-10
16	COc1cccc(NC(=O)Nc2ccc3nc(C)c(C)nc3c2)c1	12	-2	-6	.
17	COc1ccc(C(C)(C)C)cc1S(=O)(=O)NCC1CCCO1 (stereo not drawn)	-14	0	1	-7
18	CN1C(=O)c2cc(NC(=O)Nc3ccc(Cl)cc3)ccc2OC[C@H]2O[C@H](CC(=O)O)CC[C@H]21	-5	-2	-10	5
19	CCCN(CC(=O)NC(=O)NCc1ccccc1)CC(=O)Nc1ccc(F)c(F)c1F	6	0	4	-4
20	Cc1nn(-c2ccccc2)c(C)c1C(=O)OCC(=O)NCc1ccco1	-4	-1	.	.

item	miR122 inh	PglD DTNB	Statin myotox sup	CFTR F508del cor
11	.	0	-7	2.1
12	-6	7	6	-0.5
13	1	-1	5	-0.8
14	10	1	-6	-0.1
15	.	-1	1	-4.1
16	-4	1	-2	-2.9
17	170*	5	9	3.2
18	2[16.7 µM]	1	-4	-1.2
19	-2	-3	0	1.5
20	3	2	-7	.

Remaining list, next part:
item	smiles	PGC1a acetyl inh	Cneo AK release	FN deposition inh	GSIS activator
21	CCOC(=O)CC1(CC(=O)OCC)NC(=O)c2c(C)sc(C(=O)OCC)c2N1	3	1	.	.
22	Cc1cccc(N2C(=O)c3ccc(Br)cc3C2=O)n1	0	0	6	-4
23	COC(=O)c1sccc1NC(=O)COc1ccc(C)cc1	.	.	-3	-5
24	O=C(CCl)Nc1c(C(=O)Nc2ccc3c(c2)OCCO3)oc2ccccc12	-7	-21	8	.
25	O=C(c1ccoc1)N1CCCC(CO)(CCCc2ccccc2)C1 (stereo not drawn)	.	0	.	2
26	O=C(CN1CCN(S(=O)(=O)c2ccccc2)CC1)Nc1cccc(C(F)(F)F)c1	-18	4	-17	.
27	O=C(NCc1ccccc1Cl)C1CCN(S(=O)(=O)c2cccc3nonc23)CC1	.	-4	-4	16
28	CCC(=O)Nc1ccc2c(c1)C(=O)N(C)[C@H]1CC[C@H](CC(=O)NCc3ccccc3Cl)O[C@H]1CO2	6	-1	-4	-2
29	OC[C@@H]1[C@H](c2ccc(-c3ccccc3)cc2)[C@H]2CN(Cc3cncnc3)CCCCN12	5	0	.	-4
30	CS(=O)(=O)c1ccc2nc(NC(=O)C3COc4ccccc4O3)sc2c1 (stereo not drawn)	-15	1	.	.

item	miR122 inh	PglD DTNB	Statin myotox sup	CFTR F508del cor
21	1	11	26	.
22	-4	3	-6	0.2
23	-7	.	6	-0.1
24	-9	-7	-20	0.0
25	.	8	19	1.2
26	3	3	-46	.
27	-1	-1	-3	1.6
28	14[16.7 µM]	-1	-10	-0.9
29	17[16.7 µM]	1	.	0.2
30	7	1	-5	.

3 of the compounds above, as labelled records:
28: CCC(=O)Nc1ccc2c(c1)C(=O)N(C)[C@H]1CC[C@H](CC(=O)NCc3ccccc3Cl)O[C@H]1CO2
  PGC1a acetyl inh = 6; Cneo AK release = -1; FN deposition inh = -4; GSIS activator = -2; miR122 inh = 14[16.7 µM]; PglD DTNB = -1; Statin myotox sup = -10; CFTR F508del cor = -0.9
29: OC[C@@H]1[C@H](c2ccc(-c3ccccc3)cc2)[C@H]2CN(Cc3cncnc3)CCCCN12
  PGC1a acetyl inh = 5; Cneo AK release = 0; FN deposition inh = .; GSIS activator = -4; miR122 inh = 17[16.7 µM]; PglD DTNB = 1; Statin myotox sup = .; CFTR F508del cor = 0.2
30: CS(=O)(=O)c1ccc2nc(NC(=O)C3COc4ccccc4O3)sc2c1 (stereo not drawn)
  PGC1a acetyl inh = -15; Cneo AK release = 1; FN deposition inh = .; GSIS activator = .; miR122 inh = 7; PglD DTNB = 1; Statin myotox sup = -5; CFTR F508del cor = .

Following part:
item	smiles	PGC1a acetyl inh	Cneo AK release	FN deposition inh	GSIS activator
31	CC(=O)Nc1cccc(-c2cnc3ccccc3n2)c1	4	-3	6	.
32	OCCN(Cc1ccccc1)CC1CC2C=CC1C2 (stereo not drawn)	-1	0	3	-2
33	CC(C)C#Cc1ccc([C@@H]2[C@@H](CO)N3CCCCN(CC4CC4)C[C@@H]23)cc1	8	0	.	-23
34	COc1cc(N=C(N)N=C(N)N)cc(OC)c1	.	0	-5	6
35	COc1ccc(/C=N/n2c(-c3cc(C)[nH]n3)n[nH]c2=S)cc1OC	9	0	5	.
36	O=C(Nc1c(-c2ccc(Cl)cc2)[nH][nH]c1=O)c1ccccn1	-2	-14	3	-4
37	Cc1ccc2[nH]c(=O)c(C(c3nnnn3C(C)(C)C)N(Cc3ccco3)CC3CCCO3)cc2c1 (stereo not drawn)	5	2	.	.
38	COc1ccc(-n2ccnc2SCC(=O)NC2CCCC2)c(OC)c1	0	-1	1	11
39	COc1cccc(NC(=O)CN(C)C(=O)c2ccccc2Sc2ccccc2C#N)c1	1	2	5	-13
40	O=C(/C=C/Nc1ccc(OC(F)(F)F)cc1)C(F)(F)F	-13	0	.	.

item	miR122 inh	PglD DTNB	Statin myotox sup	CFTR F508del cor
31	-2	10	-10	.
32	.	-2	3	.
33	-27[16.7 µM]	2	.	0.2
34	2	2	-6	-3.7
35	7	2	.	-2.2
36	4	4	3	0.7
37	1	5	-3	.
38	3	2	-1	0.4
39	0	.	9	1.1
40	-2	4	-9	.

Following part.
item	smiles	PGC1a acetyl inh	Cneo AK release	FN deposition inh	GSIS activator
41	C[C@@H]1CN([C@@H](C)CO)C(=O)c2cc(-c3ccncc3)cnc2O[C@H]1CN(C)C(=O)C1CCOCC1	-3	0	3	4
42	O=C(NC[C@@H]1[C@@H](c2ccccc2)[C@H](CO)N1C(=O)C1CCC1)NC1CCCC1	-4	95*	3	12
43	COc1ccc(NC(=O)Nc2ccc3c(c2)CC(=O)N([C@H](C)CO)C[C@H](C)[C@@H](CN(C)C(=O)Nc2ccc(C(F)(F)F)cc2)O3)cc1	-4	-3	.	9
44	Cc1noc(C)c1S(=O)(=O)Nc1ccc2c(c1)CC(=O)N([C@@H](C)CO)C[C@@H](C)[C@H](CN(C)Cc1ccc(Oc3ccccc3)cc1)O2	-1	-3	11	-28
45	Cc1ccc(C)c(OCCC(=O)N(C)CC(=O)Nc2c(C)cccc2C)c1	-2	0	5	10
46	COc1cccc(CNCCc2c[nH]c3ccccc23)c1OCc1ccccc1F	-4	5	2	.
47	O=C(Nc1n[nH]c(C(F)(F)F)n1)c1cccs1	-3	-4	0	55
48	O=C(COC(=O)c1ccc(Cl)nc1)Nc1ccc(Cl)cc1	4	0	5	-7
49	COc1ccc(OC)c(-n2nnnc2SCC(=O)N2CCN(C(=O)c3ccco3)CC2)c1	3	.	-5	-5
50	COc1cc(OC)c(NC(=O)c2ccccc2F)cc1Cl	-14	26	4	11

item	miR122 inh	PglD DTNB	Statin myotox sup	CFTR F508del cor
41	-2[16.7 µM]	-1	.	-0.1
42	43[16.7 µM]	-2	6	-0.1
43	-5[16.7 µM]	1	-44	-1.1
44	-14[16.7 µM]	1	64	-2.6
45	-10	-2	20	5.9
46	-10	4	-45	.
47	1	-2	-8	-4.1
48	9	-1	-4	-0.2
49	.	.	.	-1.6
50	18	-4	-15	3.0

Other structures follow.
item	smiles	PGC1a acetyl inh	Cneo AK release	FN deposition inh	GSIS activator
51	O=C(NC1CCN(S(=O)(=O)c2ccc(F)cc2)CC1)c1cccc(F)c1	11	-2	-10	-1
52	CCCSc1nc(C)cc(=O)[nH]1	46	-2	-6	.
53	CCc1ccc(NC(=O)c2cnn3c(C(F)F)cc(C)nc23)cc1	0	4	-10	10
54	COC(=O)CSC1=C(C#N)C(=O)NC(c2ccccc2)S1 (stereo not drawn)	10	0	2	.
55	CCOCCCNC(=O)C(c1ccc(C)cc1)N(Cc1ccc2c(c1)OCO2)C(=O)c1cnccn1 (stereo not drawn)	-3	-1	8	.
56	Cc1ccc(C)c(CN2CCC(CNC(=O)Nc3cccc(Cl)c3C)CC2)c1	.	0	10	-32
57	CCOC(=O)C[C@H]1c2ccc(C(F)(F)F)cc2S(=O)(=O)N1C(C)(C)C	-8	3	9	3

item	miR122 inh	PglD DTNB	Statin myotox sup	CFTR F508del cor
51	-5	-6	-23	-1.9
52	10	2	20	.
53	6	-4	4	.
54	0	-2	.	.
55	1	-3	2	.
56	.	1	10	1.5
57	-1	-4	3	0.4
